# From PubChem BioAssay
# rTrxR1 inhibitor: inhibitors of rat thioredoxin reductase 1 | O89049 | recombinant rTrxR1, NADPH fluorescence consumption, selenite substrate | Potency, µM (titrated, usually from 114 µM), without a hit: at the highest dose activity change, negative = inhibition, usual class: inhibitors | hit rate 1% among 390,000 | AID 588453; also: % is scaled to controls: 0 for no effect and ±100 for the full control effect; nearly all actives have a fitted effect of over 65% in size
# Target sequence (O89049 whole entry, looked up): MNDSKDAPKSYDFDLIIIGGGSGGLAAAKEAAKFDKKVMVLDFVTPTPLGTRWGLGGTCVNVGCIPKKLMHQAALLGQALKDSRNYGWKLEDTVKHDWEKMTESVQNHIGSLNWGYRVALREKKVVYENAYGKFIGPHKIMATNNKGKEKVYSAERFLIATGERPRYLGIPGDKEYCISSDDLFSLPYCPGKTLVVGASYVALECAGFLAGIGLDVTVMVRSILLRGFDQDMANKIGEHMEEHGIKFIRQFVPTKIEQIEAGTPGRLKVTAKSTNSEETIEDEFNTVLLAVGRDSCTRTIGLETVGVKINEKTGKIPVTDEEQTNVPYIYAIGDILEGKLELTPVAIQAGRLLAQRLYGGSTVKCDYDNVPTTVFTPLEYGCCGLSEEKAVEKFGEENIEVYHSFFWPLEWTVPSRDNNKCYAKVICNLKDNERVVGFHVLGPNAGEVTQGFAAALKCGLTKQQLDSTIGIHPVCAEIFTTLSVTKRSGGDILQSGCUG
#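 Rat TrxR1 (90 nM in the dispensed reagent) was pre-reduced with 400 uM NADPH for 5 min at room temperature, then incubated with compound for 15 min. After 400 uM selenite was added, NADPH fluorescence (Ex 340/Em 450 nm) was followed for 8 min.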
# Vif-APOBEC3G blk: Vif-A3G binding inhibition; Potency, µM (titrated, usually from 46.1 µM), for the others: at the top dose activity, negative = active, actives largely listed as inhibitors; hit rate 0.076% among 410,000; HeLa A3G-eYFP + Vif (tagged APOBEC3G with the HIV-1 protein that degrades it), YFP fluorescence, overnight;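 also: % is scaled to controls: 0 for no effect and ±100 for the full control effect; nearly all actives have a fitted effect of over 60% in size; hits raise eYFP signal because A3G escapes Vif-driven loss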
#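 Read-out is eYFP fluorescence (Ex 488/Em 500-530) from Vif-expressing HeLa A3G-eYFP cells; more signal means A3G escaped Vif-mediated degradation. Cells plated overnight, compound pinned in, incubated overnight at 37 deg C.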
# mIDH1 inhibitor: inhibitors of human mutant IDH1 R132H; O75874; IDH1-R132H enzyme, NADPH consumption, diaphorase/resazurin fluorescence; Potency, µM (highest dose often 76.6 µM), without a hit: top-dose activity change, negative = inhibition, hits mostly inhibitors; hit rate 0.093% among 390,000; AID 602179; also: % is scaled to controls: 0 for no effect and ±100 for the full control effect; nearly all actives have a fitted effect of over 65% in size
# Target sequence (O75874 whole entry R132H, stated change not applied): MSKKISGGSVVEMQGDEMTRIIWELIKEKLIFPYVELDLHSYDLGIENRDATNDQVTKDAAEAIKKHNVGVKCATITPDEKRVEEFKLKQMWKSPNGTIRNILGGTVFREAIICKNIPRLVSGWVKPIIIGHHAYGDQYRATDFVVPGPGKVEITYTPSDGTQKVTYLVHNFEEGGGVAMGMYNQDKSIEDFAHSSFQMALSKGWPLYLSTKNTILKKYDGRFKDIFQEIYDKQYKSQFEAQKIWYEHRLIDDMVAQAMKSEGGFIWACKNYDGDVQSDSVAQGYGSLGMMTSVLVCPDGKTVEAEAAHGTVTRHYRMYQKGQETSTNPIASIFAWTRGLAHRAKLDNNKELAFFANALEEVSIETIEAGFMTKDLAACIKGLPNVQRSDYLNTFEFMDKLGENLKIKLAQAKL
#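 IDH1-R132H (0.5 ug/mL dispensed) in pH 7.5 Tris buffer was preincubated 30 min with compound, then given a substrate mix of 0.016 mM NADPH and 2 mM alpha-KG for 80 min at room temperature; remaining NADPH was read by diaphorase/resazurin fluorescence.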
# RXFP1 agonist: agonists of human relaxin receptor RXFP1; Q9HBX9; HEK293T-RXFP1 cAMP TR-FRET, 30 min; response scale: percent of porcine relaxin response, buffer zero; Potency, µM (series often up to 57.5 µM), inactives show at the top dose activation, usual class: activators; hit rate 0.3% among 370,000; also: % is scaled to controls: 0 for no effect and ±100 for the full control effect; nearly all actives have a fitted effect of over 60% in size; many of its hits are not listed in these tables
#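 HEK293T cells stably expressing RXFP1 were pretreated with the PDE4 inhibitor Ro 20174, exposed to compounds for 30 min at 37C, lysed, and cAMP was read by TR-FRET. Data normalized to buffer (basal) and 29 nM porcine relaxin (100%).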
# TrxR1 substrate: is turned over as a substrate by rat TrxR1 | purified TrxR1 substrate turnover, NADPH consumption readout | hit rate 0.01% among 390,000 | Potency, µM (doses to about 114 µM), inactives show top-dose activity change, negative = substrate turnover; also: % is scaled to controls: 0 for no effect and ±100 for the full control effect; nearly all actives have a fitted effect of over 50% in size
#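 Rat TrxR1, dispensed at 90 nM, was prereduced with 400 uM NADPH (final) for 5 min at ~22 deg C, then incubated with compound 15 min before 400 uM selenite. A first-read NADPH fluorescence drop versus no-compound background flagged substrates.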
# RGS4 inh: human RGS4 inhibition; P49798; Transcreener GDP fluorescence polarization, RGS4-accelerated GTP hydrolysis; Potency, µM (doses to about 114 µM), for inactives: at the top dose activity change, negative = inhibition, hits mostly inhibitors; hit rate 0.039% among 390,000; AID 504845; also: % is scaled to controls: 0 for no effect and ±100 for the full control effect; nearly all actives have a fitted effect of over 75% in size; some results filed as inactive show a strong effect at the top dose
#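 MLSMR compounds (23 nl, pin-transferred) preincubated 10 min at room temperature with a 500nM (2x) first reagent, then RGS4 at 900nM (2x) plus Transcreener GDP mix added; fluorescence polarization (620/688 nm) read before and after 90 min at 30 °C.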
# Vif-A3F inh: inhibitors of Vif-A3F interaction; HeLa A3F-eYFP + Vif (tagged APOBEC3F with the HIV-1 protein that degrades it), YFP fluorescence increase; Potency, µM (titrated, usually from 46.1 µM), without a hit: at the top dose activity, negative = active; hit rate 0.2% among 390,000; AID 602313; also: % of control where 0% means no effect; nearly all actives have a fitted effect of over 65% in size
#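 HeLa cells stably expressing Vif plus C-terminally eYFP-tagged A3F were seeded, incubated overnight at 37 deg C, dosed with compound, incubated overnight again at 37 deg C. Yellow fluorescence (Ex 488/Em 500-530) reported blocked Vif-mediated A3F-eYFP degradation.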
# 12-LOX inh: blocks human arachidonate 12S-lipoxygenase | P18054 | hit rate 1.1% among 580,000 | AID 1671190 | Potency, µM (top dose mostly 108 µM), without a hit: at the top dose activity change, negative = inhibition, hits mostly inhibitors | purified 12hLO, xylenol orange hydroperoxide absorbance; also: % is scaled to controls: 0 for no effect and ±100 for the full control effect
#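 Hydroperoxide product was detected by ferrous iron/xylenol orange as the 573 to 405 nm absorbance ratio. Arachidonic acid at 40 uM (final) was turned over for 30 min at room temperature by 150 nM human 12hLO, pH 7.0 Hepes buffer, after 15 min compound preincubation.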
# USP1 inh: inhibitors of human USP1/UAF1 deubiquitinase; O94782; recombinant USP1/UAF1, Ub-Rhodamine cleavage fluorescence; hit rate 0.23% among 390,000; Potency, µM (top dose mostly 57.1 µM), without a hit: top-dose activity change, negative = inhibition, actives largely listed as inhibitors; AID 743255; also: % is scaled to controls: 0 for no effect and ±100 for the full control effect; nearly all actives have a fitted effect of over 60% in size; inactives centre near -12
#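 1 nM enzyme complex + cpd, 15 min RT; start with Ub-Rho 150nM final; kinetic fluorescence ex 480/em 540, 6 reads q60 s. Buffer 50mM HEPES pH 7.8, 0.5mM EDTA, 0.1 mg/ml BSA, 1mM TCEP, 0.01% Tween-20.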
# Starred values were filed as active, the others as inactive; i = inactive; ? = inconclusive; . = no result given; [ ] = remark or other dose. Calls follow the shape of the dose curve; as a rule, active = well fitted curve in the direction sought with a large enough effect; inconclusive = small, poorly fitted or top-dose-only effect, or another doubt; inactive = no such curve, though single readings can be large; an effect the other way counts as inactive or inconclusive. Potency is read from the fitted curve at half-maximal effect. Some of the compounds tested; rates above refer to the full screens.
SMILES,rTrxR1 inhibitor,Vif-APOBEC3G blk,mIDH1 inhibitor,RXFP1 agonist,TrxR1 substrate,RGS4 inh,Vif-A3F inh,12-LOX inh,USP1 inh
COc1ccc(C2C(C(C)=O)=C(O)C(=O)N2CCCn2ccnc2)cc1OC (stereo not given),-29%,3%,0%,1.3%,-8%,24%,-2%,?,-11%
CCCCc1nnc(NC(=O)C(C)Sc2nc(N)cc(=O)[nH]2)s1 (stereo not given),29%,5%,1%,0.6%,-2%,-8%,-6%,0%,0%
CS(=O)(=O)N(CC(=O)N1CCCC1)c1ccc(Cl)cc1,6%,-1%,5%,0.0%,0%,33%,18%,3%,-11%
Cc1nc(Cc2nnc(SC(C)C(=O)Nc3ccccc3)o2)cs1 (stereo not given),.,1%,0%,.,.,.,-8%,2%,?
Cc1ccc(N2CC(C(=O)NCc3cccs3)CC2=O)cc1 (stereo not given),13%,0%,-8%,0.8%,-1%,8%,-3%,-15%,-4%
CCOc1ccc(-c2nc3n(c(=O)c2C#N)CCS3)cc1,5%[57.1 µM],-5%,1%,6.4%,59%,-6%,-27%,-3%,-24%
CCc1ccc(NC(=O)CSc2nnc(-c3n[nH]c4ccccc34)n2-c2ccccc2)cc1,-11%,-6%,-1%,14%,-10%,-19%,0%,-3%,-2%
CN(C)CCCN(C(=O)c1ccc(S(=O)(=O)N2CCc3ccccc32)cc1)c1nc2c(Cl)cccc2s1,10%,-4%,0%,2.5%,-3%,-11%,3%,?,-12%
O=C(CCOc1ccccc1)NCC(c1ccco1)N1CCCCC1 (stereo not given),8%[57.1 µM],-2%,1%,-1.3%,5%[57.1 µM],-2%,3%,-2%,0%
Cc1cccc(N(CC(=O)NC2CCCC2)C(=O)CS(=O)CC(=O)Nc2ccc3c(c2)OCO3)c1 (stereo not given),17%,2%,15%,1.5%,7%,2%,-5%,-5%,5%
COc1cccc(OCc2cc(C3Nc4ccccc4C(=O)N3c3ccccc3)ccc2OC)c1 (stereo not given),41%[activator],-4%,.,.,47%[activator],-23%,.,.,.
Clc1cccc(Cl)c1CNCCCSc1ncccn1,42%,2%,-1%,0.7%,5%,0%,7%,-12%,3%

# As entered above:
# CCCCc1nnc(NC(=O)C(C)Sc2nc(N)cc(=O)[nH]2)s1 (stereo not given) | RGS4 inh: -8%
# CCc1ccc(NC(=O)CSc2nnc(-c3n[nH]c4ccccc34)n2-c2ccccc2)cc1 | Vif-APOBEC3G blk: -6%

# (listing goes on)
SMILES,rTrxR1 inhibitor,Vif-APOBEC3G blk,mIDH1 inhibitor,RXFP1 agonist,TrxR1 substrate,RGS4 inh,Vif-A3F inh,12-LOX inh,USP1 inh
COc1ccc(C(=O)N2CCC(n3nccc3NC(=O)C3CCOC3)CC2)cc1 (stereo not given),-6%,1%,4%,-0.2%,-5%,13%,0%,9%,-18%
CSc1nsc(SCC(=O)Nc2ccc(F)cc2F)n1,9%,-3%,8%,-0.8%,1%,-17%,5%,-12%,-5%
O=C(Nc1nc(-c2ccccc2)c(-c2ccccc2)s1)c1ccc(S(=O)(=O)N2CCCCC2)cc1,13%,0%,-2%,0.6%,5%,-1%,-1%,-13%,0%
Cc1cc(C(=O)c2ccccc2)nc2ccccc12,4%,-1%,7%,1.4%,3%,-27%,-7%,0%,-12%
CCOc1ccc(NC(=O)CN(C)C(=O)c2cccnc2SC)cc1OCC,-16%,-1%,6%,-0.5%,-10%,-13%,0%,-7%,-7%
COc1ccc(-c2cc(C3CCN(c4cc(Cl)nc(N)n4)CC3)[nH]n2)cc1,13%,0%,1%,-1.5%,-13%,-16%,1%,13%,-13%
CC(C)(C)Cc1nc2ccccc2n1CCc1ccccc1,-15%,-4%,15%,1.1%,-9%,21%,.,0%,-9%
O=C(NC1CC1)c1nc(Cn2ccc([N+](=O)[O-])n2)no1,-5%[57.1 µM],1%,-7%,0.2%,-6%[57.1 µM],4%,1%,0%,-9%
CCc1ccc(C(=O)NNC(=O)c2cc(S(=O)(=O)N(C)C)ccc2N2CCCC2)cc1,-12%,0%,0%,0.7%,-9%,-21%,-6%,12%,-16%
Cc1cc(-c2cc(-c3ccccc3)on2)nc(NCC2CC2)n1,16%[57.1 µM],0%,-3%,-0.9%,15%[57.1 µM],13%,6%,-3%,-13%
CCCc1nnc(SCC(=O)Nc2nc(C)cs2)n1CCOC,12%,-5%,-1%,0.9%,5%,22%,0%,-18%,-10%
O=c1[nH]c2cc3c(cc2cc1CN(Cc1cccnc1)C(=S)NCc1ccco1)OCO3,-2%[57.1 µM],1%,7%,2.4%,3%[57.1 µM],-13%,-2%,-7%,-8%
C/C(CC(C)(C)C1CCCCC1)=N\NC(N)=S,4%,-8%,7%,-1.1%,6%,?,-15%,?,?
CN(C)/C(Cn1cncn1)=C1/N=C(c2c(F)cccc2F)OC1=O,10%,-2%,16%,2.3%,-11%,-5%,5%,2%,-14%
O=C(Nc1ccccc1Cl)c1ccc(=O)[nH]n1,22%,-9%,-5%,0.3%,8%,-9%,7%,6%,-20%
CCSc1nnc(NC(=O)C2CC(=O)N(Cc3ccc(C)cc3)C2)s1 (stereo not given),11%,-10%,8%,-0.3%,-5%,0%,-5%,0%,-15%
O=C(c1ccc(SCc2cccc(Br)c2)c([N+](=O)[O-])c1)N1CCN(c2ccccn2)CC1,18%,7%,-12%,0.8%,-3%[57.1 µM],?,0%,4%,?
COc1ccc(-c2nc(SCC(=O)NCCc3ccc(OC)c(OC)c3)n[nH]2)cc1,19%[57.1 µM],-4%,-4%,26%,1%[57.1 µM],5%,4%,-15%,5%
CCC(=O)N1CCc2cc(CNS(=O)(=O)c3ccccc3F)ccc21,9%[57.1 µM],9%,-5%,8.0%,1%[57.1 µM],-22%,-2%,-9%,-17%
COc1ccc(OC)c(NC(=O)CCN2C(=O)c3ccccc3C2=O)c1,18%,4%,1%,0.3%,-2%,31%,5%,0%,-22%
COc1ccc(S(=O)(=O)Nc2ccccn2)cc1C(=O)Nc1ccccc1,-4%,0%,8%,?,4%,-1%,3%,-4%,-18%
Cc1cc(S(=O)(=O)NCc2ccccc2)ccc1OCC(=O)Nc1cccc([N+](=O)[O-])c1,-5%,4%,1%,-1.0%,-10%,7%,-2%,-2%,-20%
Cc1sc2ncnc(SCC#N)c2c1C,8%,-6%,-1%,21%,1%,-28%,-1%,23%,-18%
NC(=O)c1ccccc1N=Cc1cccnc1,3%,0%,2%,.,67%[activator],14%,9%,16%,-16%
Cc1ccccc1OC1C(=O)N(Cc2ccc3c(c2)OCO3)C1c1sccc1C (stereo not given),39%[activator][57.1 µM],2%,4%,-2.1%,6%[57.1 µM],17%,4%,-16%,-18%
Cc1ccc(C)c(OCC(=O)NCCNC(=O)COc2cc(C)ccc2C)c1,17%,0%,3%,-1.1%,3%,-40%,-10%,?,-12%
O=C1C(=O)N(CCN2CCOCC2)C(c2ccncc2)/C1=C(/O)c1ccc2c(c1)OCO2 (stereo not given),?,-4%,-4%,7.0%,-11%,19%[11.4 µM],-4%,?,-5%
O=C(NC1=NCCS1)C1CCN(S(=O)(=O)c2ccc(Cl)cc2)CC1,39%[activator],0%,3%,0.6%,6%,-22%,-1%,-1%,-26%
Cc1ccc(C)c(NC(=O)C2C3CCCC2C3c2ccccc2)c1 (stereo not given),3%,0%,9%,-0.7%,-6%,-7%,2%,-11%,-6%
CCn1cc(S(=O)(=O)Nc2ccc(C)c(Cl)c2)cn1,20%,1%,0%,0.8%,5%,-7%,0%,i,-6%
COc1ccc(NC(=O)CN(c2c(C)cccc2C)S(C)(=O)=O)cc1,32%,1%,8%,3.3%,10%,-9%,-18%,3%,-20%

# Ordered by formula weight (smallest number first): 5 of the compounds above.
SMILES,rTrxR1 inhibitor,Vif-APOBEC3G blk,mIDH1 inhibitor,RXFP1 agonist,TrxR1 substrate,RGS4 inh,Vif-A3F inh,12-LOX inh,USP1 inh
NC(=O)c1ccccc1N=Cc1cccnc1,3%,0%,2%,.,67%[activator],14%,9%,16%,-16%
Cc1ccc(C)c(NC(=O)C2C3CCCC2C3c2ccccc2)c1 (stereo not given),3%,0%,9%,-0.7%,-6%,-7%,2%,-11%,-6%
COc1ccc(NC(=O)CN(c2c(C)cccc2C)S(C)(=O)=O)cc1,32%,1%,8%,3.3%,10%,-9%,-18%,3%,-20%
Cc1ccc(C)c(OCC(=O)NCCNC(=O)COc2cc(C)ccc2C)c1,17%,0%,3%,-1.1%,3%,-40%,-10%,?,-12%
O=C(NC1=NCCS1)C1CCN(S(=O)(=O)c2ccc(Cl)cc2)CC1,39%[activator],0%,3%,0.6%,6%,-22%,-1%,-1%,-26%
